# SRC2 inh: human SRC2 (NCOA2) inhibition. inhibition, % at 9 µM. 0.17% of 370,000 active. HEK293 GAL4-SRC2 luciferase reporter, luminescence. Q15596;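 active means inhibition above the mean inhibition of all tested compounds plus 3 SD, set per campaign, cut at about 52% in these data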;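 further: 0% = DMSO treated cells and 100% = cells given Gossypol at 36 µM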
# LRH-1 inv ag: NR5A2 inverse agonism in reporter assay. HEK293T StAR-luciferase reporter, LRH-1 transfected, 24 h. inhibition, % at 3.6 µM. 0.13% of 360,000 active. AID 602396;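 active means inhibition above the mean inhibition of all tested compounds plus 3 SD, cut at about 73% in these data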;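 further: 0% = DMSO wells and 100% = reporter-only cells lacking LRH-1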
# Target sequence (O00482 whole entry, looked up): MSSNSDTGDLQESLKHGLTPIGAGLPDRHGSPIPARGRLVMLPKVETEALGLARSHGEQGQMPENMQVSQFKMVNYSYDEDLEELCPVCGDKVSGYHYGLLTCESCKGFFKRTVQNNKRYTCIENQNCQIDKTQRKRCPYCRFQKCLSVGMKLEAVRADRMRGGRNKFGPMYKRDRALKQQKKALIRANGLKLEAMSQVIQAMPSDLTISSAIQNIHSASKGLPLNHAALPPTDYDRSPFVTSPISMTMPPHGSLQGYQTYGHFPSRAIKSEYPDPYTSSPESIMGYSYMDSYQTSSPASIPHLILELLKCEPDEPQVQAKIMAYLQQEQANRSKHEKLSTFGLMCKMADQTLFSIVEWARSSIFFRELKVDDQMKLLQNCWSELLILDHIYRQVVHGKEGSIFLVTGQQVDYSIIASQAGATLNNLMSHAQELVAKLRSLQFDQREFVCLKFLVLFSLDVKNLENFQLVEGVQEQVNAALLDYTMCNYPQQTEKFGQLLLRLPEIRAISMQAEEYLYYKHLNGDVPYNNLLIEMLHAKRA
# NOD2 RIPK2 PPI: inhibitors of human NOD2-RIPK2 interaction. O43353. CHO BLA complementation NOD2-RIPK2, CCF4 ratio. inhibition, % at 4.98 µM. 0.38% of 360,000 active. AID 624267; in the data active means inhibition above about 21%;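 further: 0% = vehicle only and 100% = reference blocker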
# TROY signal inh: blocks TROY-dependent signaling in reporter cells; Q293 LMP1-TROYcd NF-kB luciferase reporter, 4 h; inhibition, % at 10 µM; 0.98% of 360,000 active; AID 1347056;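 active means compounds whose plate-normalised and pattern-corrected inhibition of the luciferase reporter signal at the single screening dose is 50% or more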
# TWEAK Fn14 block: TWEAK-Fn14 signaling inhibition; TWEAK-stimulated Fn14 reporter cells, luciferase luminescence, 8 h; inhibition, % at 10 µM; 2% of 360,000 active; AID 1159606; in the data active means inhibition above about 50%
# SRC3 inh: human NCOA3 inhibition. inhibition, % at 3.6 µM. AID 588352. 0.17% of 360,000 active. HEK293 GAL4-SRC3 luciferase reporter, luminescence. Q9Y6Q9;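 active means inhibition above a per-campaign cutoff, the mean of all compounds plus 3 SD, cut at about 60% in these data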;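 further: 0% = DMSO-treated cells and 100% = gossypol-treated cells at 36 µM; higher means less SRC3-driven luciferase light from the GAL4 reporter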
# ABHD5-PLIN5 inh: inhibitors of human ABHD5-perilipin-5 interaction; Q00G26+Q8WTS1; Split G. princeps luciferase complementation, luminescence, 4 h; inhibition, % at 4 µM; 0.78% of 360,000 active; AID 602281;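 active means inhibition above the mean inhibition across every tested compound plus 3 SD, cut at about 22% in these data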;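 further: 0% = DMSO only wells and the 100% control is not disclosed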
# Granule exo inh: blocks lytic granule exocytosis. TALL-104 LAMP-1 surface exposure, flow cytometry; cells stimulated with thapsigargin and PMA. inhibition, % at 10 µM. AID 651702. 0.66% of 360,000 active;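 active means inhibition above about 55%, limit read from the data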
# NR2F2 inh: NR2F2 (human) inhibition, primary screen. P24468. HEK293T NGFI-A luciferase reporter, luminescence. inhibition, % at 8.6 µM. 0.7% of 370,000 active. AID 686940;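 active means inhibition above a per-plate cutoff, mean inhibition of test wells between control levels plus 3 SD, cut at about 38% in these data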;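 further: cells cotransfected with COUP-TFII expression vector driving the NGFI-A reporter; 0% = median of COUP-TF2 test wells and 100% = reporter-only cells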
# Target sequence (P24468 whole entry, looked up): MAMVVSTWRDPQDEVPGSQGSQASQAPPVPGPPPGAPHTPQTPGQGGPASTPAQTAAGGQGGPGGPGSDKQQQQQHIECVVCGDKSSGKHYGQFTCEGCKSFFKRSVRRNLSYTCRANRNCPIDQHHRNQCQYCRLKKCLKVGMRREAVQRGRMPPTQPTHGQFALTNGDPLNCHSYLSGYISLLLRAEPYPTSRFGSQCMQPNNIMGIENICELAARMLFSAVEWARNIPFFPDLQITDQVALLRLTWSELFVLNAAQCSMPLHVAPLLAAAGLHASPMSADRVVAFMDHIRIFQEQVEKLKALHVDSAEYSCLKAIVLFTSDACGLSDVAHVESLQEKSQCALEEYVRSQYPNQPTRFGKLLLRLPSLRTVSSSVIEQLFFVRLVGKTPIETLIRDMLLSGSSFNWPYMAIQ
# TLR9-MyD88 inh: blocks human TLR9 binding to MyD88. CHO BLA complementation TLR9-MyD88, CCF4 FRET ratio. Q9NR96+Q99836. inhibition, % at 4.98 µM. 0.21% of 340,000 active;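 active means inhibition above the mean over all tested compounds plus 3 SD, cut at about 21% in these data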;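 further: 0% = DMSO only wells and 100% = clavulanate BLA inhibitor control wells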
# NCOA1 inh: inhibits human SRC1 coactivator | HEK293 GAL4-SRC1 luciferase reporter, luminescence | inhibition, % at 3.6 µM | 0.12% of 360,000 active | AID 588354;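 active means inhibition above the campaign mean plus 3 SD, with each screening campaign given its own cutoff, cut at about 60% in these data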;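 further: 0% = DMSO treated cells and 100% = gossypol at 36 µM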
# Numbers without * were called inactive; · = not tested or not shown. The list is partial. The share of hits here may be higher or lower than overall.
SMILES,SRC2 inh,LRH-1 inv ag,NOD2 RIPK2 PPI,TROY signal inh,TWEAK Fn14 block,SRC3 inh,ABHD5-PLIN5 inh,Granule exo inh,NR2F2 inh,TLR9-MyD88 inh,NCOA1 inh
Cc1ccc(NC(=O)CSC(C)C(=O)OC(C)C(=O)NC2CCCCC2C)cc1 (stereo unspecified),-31,-8,4,-2,3,-8,8,1,-18,-3,-13
CCc1ccccc1NC(=O)c1cc(-c2cccc(O)c2)on1,-41,-46,-1,-70,-22,-31,-11,-2,-40,-14,-34
CCCc1nc2sc(C(=O)OCC)c(N)c2c2c1COC(C)(C)C2,3,5,6,4,-3,-10,0,0,9,-9,0
COc1ccc(NC(=O)Cc2cccc3ccccc23)cc1,-8,-18,2,3,15,-5,1,-6,6,10,13
COc1cc(/C=N/N=C2/NC(=O)C(Cc3ccccc3)S2)ccc1O (stereo unspecified),-39,-6,-10,24,-50,-29,4,-4,-34,-3,-15
COc1cnc(-c2ccccc2)nc1Oc1ccc(Cl)cc1C,-6,17,-9,-5,-19,9,2,-4,-1,-1,-7
CCC(C(=O)Nc1cccnc1)n1c(=O)[nH]c2ccccc2c1=O (stereo unspecified),-11,4,1,-17,16,14,8,-5,5,-10,2
Cc1cccc(-n2ncc(Cl)c(Cl)c2=O)c1,-59,8,33*,73*,95*,7,0,7,-34,0,-50
O=C(CCNS(=O)(=O)c1ccccc1)OCC(=O)c1ccc(Br)cc1,-11,10,2,13,6,-8,6,-5,5,-4,-1
COc1ccccc1OCCSc1nc2ccccc2n1CC(O)CO (stereo unspecified),-15,9,-7,8,-3,-30,12,-1,10,-5,-13
Cn1c(SCC(=O)Nc2ccccc2F)nnc1C1CCCCC1,-16,-3,-56,13,18,2,-6,3,-26,-6,6
COC(=O)c1ccc(CSc2nc3c(c(=O)n2-c2ccc(F)cc2)SCC3)o1,-19,5,-2,0,-25,3,10,-4,-16,5,2
NC(=O)C[n+]1ccc(/C=N/O)cc1,-10,-8,0,11,11,-5,-1,0,23,-6,-6
N=c1sccn1CC(=O)NCCc1ccc(Cl)cc1Cl,-10,15,-7,0,-11,6,1,-2,-12,1,-2
Clc1ccccc1CSc1cnnc2ccccc12,-12,-68,-8,-51,-17,-41,1,-1,-40,-9,-17
CC(C)(C)n1nnnc1C(c1ccccc1OC(F)(F)F)N1CCN(C/C=C/c2ccccc2)CC1 (stereo unspecified),22,16,-5,6,14,25,-1,7,26,·,-2
CCOC(=O)N(C)c1c(CC)nc2c(OCc3ccc(Cl)cc3)cccn12,11,12,2,-2,29,-5,11,-10,10,·,3
CC12CCC(C(=O)NCCN3CCCCC3)(CC1=O)C2(C)C (stereo unspecified),-12,18,2,4,-8,-5,5,-2,8,-2,2
Cc1cccc(C)c1NC(=O)C(c1ccccc1)N(C)CCc1ccccc1 (stereo unspecified),-4,-8,-9,-1,15,5,-3,2,12,·,-17
Cc1cccc(C(=O)N2[C@@H](C(C)C)COc3cc(Br)ccc3S2(=O)=O)c1,-5,-4,-4,26,38,-9,-12,-6,-3,-2,-5
COC(=O)c1cccnc1NC(=S)NNC(=O)c1ccccc1,-30,-64,-7,-22,-9,-46,12,0,-12,-9,-26
CSc1ccc2[nH]c(=O)cc(C)c2c1,-2,20,-2,2,-2,4,1,-11,15,-7,-7
Cc1ccccc1OCC(=O)Nc1ccc(NC(=O)c2ccco2)cc1,-13,-23,2,-19,13,14,-2,-5,5,0,5
CCCCn1c(N)c(N(CC)C(=O)c2cc(S(=O)(=O)N3CCCCCC3)ccc2OC)c(=O)[nH]c1=O,-19,-6,-9,-8,1,-46,5,-2,-13,-6,4
C[C@H](NC(=O)c1ccco1)C(=O)NNC(=O)c1ccc(F)cc1,-13,1,-11,9,3,7,-10,-2,-8,-8,13
Cc1ccc(N(Cc2cc3ccc(C)cc3[nH]c2=O)S(=O)(=O)c2ccccc2)cc1,-5,3,4,21,20,0,0,44,-3,0,-10
COc1ccc(NC(=O)CN(C)C(=O)c2cc(-c3ccc(Cl)cc3)nc3ccccc23)cc1,1,12,7,14,30,17,-10,3,-22,-3,-1
COc1cc(/C=C2\SC(=S)N(C(C(=O)O)c3ccccc3)C2=O)cc(OC)c1OC (stereo unspecified),-4,8,-10,7,-10,7,-5,4,2,-5,-9
COc1ccc(CNC(=O)CN(Cc2ccc(OC)cc2)C(=O)CCC(=O)Nc2nccs2)cc1,-13,0,0,4,-14,-3,3,2,8,-3,3
CCN1C(=O)c2ccccc2Sc2ccc(C(=O)NCCN3CCOCC3)cc21,11,-2,-3,-6,-9,-3,3,3,-7,7,6

# Among those listed so far, 2 have two or more sulfur atoms.
SMILES,SRC2 inh,LRH-1 inv ag,NOD2 RIPK2 PPI,TROY signal inh,TWEAK Fn14 block,SRC3 inh,ABHD5-PLIN5 inh,Granule exo inh,NR2F2 inh,TLR9-MyD88 inh,NCOA1 inh
COC(=O)c1ccc(CSc2nc3c(c(=O)n2-c2ccc(F)cc2)SCC3)o1,-19,5,-2,0,-25,3,10,-4,-16,5,2
COc1cc(/C=C2\SC(=S)N(C(C(=O)O)c3ccccc3)C2=O)cc(OC)c1OC (stereo unspecified),-4,8,-10,7,-10,7,-5,4,2,-5,-9

# Carrying on:
SMILES,SRC2 inh,LRH-1 inv ag,NOD2 RIPK2 PPI,TROY signal inh,TWEAK Fn14 block,SRC3 inh,ABHD5-PLIN5 inh,Granule exo inh,NR2F2 inh,TLR9-MyD88 inh,NCOA1 inh
O=C(COC(=O)C1CC2CCCC(C1)C2=O)NNC(=O)c1ccccc1F (stereo unspecified),12,-6,-4,7,6,15,10,0,-12,2,3
Cc1ccc(SCCNC(=O)C(C)C)cc1,-6,-8,-11,-17,-10,5,5,2,23,1,-10
NS(=O)(=O)c1ccc(CCNC(=O)CSc2ncnc3ccccc23)cc1,-27,6,-1,-15,20,28,0,-6,1,3,7
CS(=O)(=O)Nc1ccc2c(c1)[C@H]1C[C@H](CC(=O)NCc3cccc(F)c3)O[C@@H](CO)[C@H]1O2,-14,13,5,-3,2,-8,-4,14,-7,-2,6
COc1ccc(Cl)cc1C(=O)NNC(=O)CN1C(=O)C2CC=CCC2C1=O (stereo unspecified),8,-8,4,-15,2,-5,4,2,8,-3,0
CCc1c(O)nc(SCC(=O)Nc2nc3ccccc3s2)n(-c2ccccc2)c1=O,-25,-5,-14,8,22,11,4,4,2,-13,-17
COc1ccc(/C=N/NC(=O)c2nnn(-c3nonc3N)c2CN(C)c2ccccc2)cc1,-28,-15,-11,11,13,27,2,10,9,3,4
CCCC[C@@H]1CNC(=O)C(=O)N1CCCc1cc(OC)c(OC)c(OC)c1,-32,-6,-4,2,3,-16,-2,5,4,-10,-16
Cc1onc(-c2ccccc2)c1C(=O)N1CCN(CCc2ccccc2)CC1,22,8,-11,4,16,11,-3,-6,15,-7,-14
O=C(Nc1ccc(F)cc1F)C1(c2cccs2)CCOCC1,11,-11,-6,7,-3,1,1,-1,-4,5,-1
CCc1nn(CCCC(=O)Nc2ccc(C)c(C)c2)c(=O)c2cc3occc3n12,24,-20,0,-12,-18,-52,4,0,21,-1,5
COC(=O)c1sc(NC(C)=O)c(C(=O)OC)c1C,-8,4,-7,0,1,-3,-5,-1,0,-16,-2
COc1ccc(N(C)C(=O)c2ccc3c(c2)nnn3C)cc1,-13,-5,1,6,-1,2,4,-2,-5,-16,2
Cc1cc(NC(=O)c2cc(-c3ccco3)on2)nn1Cc1ccc(Cl)cc1,18,39,-7,20,12,8,-4,1,32,-10,2
N#Cc1c(N2CCN(c3ccc(F)cc3)CC2)nc(N)c2c(N)nc3c(c12)CC(=O)N3C1CC1,22,-35,4,7,12,1,2,12,6,2,6
COc1ccc2[nH]c3c(NCCCN4CCCC4=O)ncnc3c2c1,-14,-5,-18,-61,-17,-30,3,-2,-7,10,-17
Cc1cc(NC(=O)c2cc(-c3ccco3)on2)n(-c2ccccc2)n1,-16,20,0,-5,0,3,-1,2,10,12,8
COc1ccccc1-c1cnc(C(O)c2ccc(C)cc2C)[nH]1 (stereo unspecified),17,21,-4,-7,-4,-15,-10,4,10,·,-7
CCCN1CNc2c(c(=O)[nH]c(=S)n2-c2ccccc2Cl)C1,7,1,-5,-9,-28,-8,1,-1,-4,0,-45
COc1ccc(CCNC(=O)c2nonc2N)cc1OC,-25,-14,-13,-4,11,4,3,3,-10,3,8
Cc1c(/C=N\NC(=O)c2cccc(F)c2)cnn1C,-47,-94,4,-36,-9,-13,0,2,-40,-3,-72
NC(=O)CC(NC(=O)Cc1ccc(Cl)cc1)c1ccc(NC2CCCCC2)c([N+](=O)[O-])c1 (stereo unspecified),-48,-4,2,-28,17,-13,3,0,-7,-9,-14
Cn1c(=O)c2c(nc(N3CCN(C(=O)c4ccco4)CC3)n2CCSc2ncccn2)n(C)c1=O,-4,-5,4,-8,-11,6,-1,6,3,-2,-22
COc1ccc(C(=O)NCC(=O)N/N=C/c2ccc(C)o2)cc1OC,-10,13,2,9,-6,-29,7,-2,-4,-4,2
COc1ccc(OCc2cc(C(=O)NC(C)Cc3ccccn3)no2)c(Cl)c1 (stereo unspecified),-17,-23,-9,-47,-23,-75,-8,1,-28,-3,-34
CC(C)(C)NC(=O)NC(=O)CN1CCN(c2ccccc2)CC1,24,-8,-1,-4,5,23,-2,-1,-19,-10,-13
CCCN=C(N)/C(C(=O)OCC)=C(\O)c1ccc(OC)cc1,-2,20,2,7,3,-5,-3,0,-3,2,-8
O=C(Nc1ccc(S(=O)(=O)N2CCCCC2)cc1)C1CC1,-9,-5,-6,-4,25,8,4,-4,7,-3,-7
Cc1ccc(CCNC(=O)C23CN(Cc4ccccc4)CC2C(c2cccc([N+](=O)[O-])c2)=NO3)cc1 (stereo unspecified),6,24,0,-15,-8,13,-5,-2,22,-7,0
CCN(CC)c1ccc([C@H]2[C@@H]3CCCC[C@]3(O)CCN2CC(=O)NCc2ccco2)cc1,11,10,-10,12,-7,5,-1,0,14,2,20
O=C(C1CCCO1)N1CCN(C(=S)Nc2cccc(Cl)c2)CC1 (stereo unspecified),11,2,-8,2,11,15,-2,2,-14,8,-7
CC(C)(C)OC(=O)N1CCC2(CC1)Oc1ccc(F)cc1C(=O)C21CC(c2cccnc2)=NO1 (stereo unspecified),-4,36,-2,-7,-15,8,4,-5,1,2,-20
C=CC[C@@H](CC(=O)N[C@H](CO)Cc1ccccc1)C(=O)N[C@@H](COC(=O)[C@H](CC=C)CC(=O)OC(C)(C)C)Cc1ccccc1,-10,3,-11,4,21,-5,8,4,5,4,4
CCOC(=O)N1CCN(C(=O)C2CCC(=O)N(Cc3ccc(Cl)cc3)C2)CC1 (stereo unspecified),-7,22,-7,-4,7,7,-1,-8,5,-5,-13
COc1cc(NCCCC(C)N)c2ncccc2c1 (stereo unspecified),-12,42,1,-10,25,-37,-8,2,-4,-11,1
C=CCn1c(SCC(=O)NC2(C)CCS(=O)(=O)C2)nc2ccccc21 (stereo unspecified),1,-2,-3,5,1,-1,8,0,13,-15,16
Cc1ccc(-n2ncc3c(NCc4ccccn4)ncnc32)c(C)c1,-24,-22,-7,-6,8,17,-1,-2,17,3,-13
